High-throughput results (PubChem BioAssay)
C diff growth: C. difficile growth inhibition; Clostridium difficile clinical isolate growth, OD600, 24 h; active compounds read low; growth activity, negative = inhibition, % at 16 µg/mL (by protocol); actives 0.25% (n = 86,000);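 active = mean growth activity at or below -80% and every replicate also at or below -80%; inconclusive = mean at or below -80% but some replicate above -80%; inactive = mean growth activity above -80%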;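 note: 0% = DMSO wells and -100% = levofloxacin 16 µg/mL wells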
Tcruzi prolif: blocks T. cruzi growth in NIH3T3 culture; inhibition, % at 8.34 µM; T. cruzi beta-gal in NIH3T3, GalScreen luminescence, 90 h; actives 5.9% (n = 77,000);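 active = mean inhibition above about 93%, with at least 55% of replicates each passing it, limit read from the data, passing the limit was not always enough; inconclusive = only one of those two conditions holds; inactive = neither condition holds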
KDM4C inh: blocks human GASC-1 (KDM4C) demethylase activity. actives 0.15% (n = 96,000). inhibition, % at 12.5 µM. GST-KDM4C 2-372, H3K9me3 peptide, LANCE TR-FRET;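 active = mean replicate inhibition above about 25%, with at least 55% of replicates also reaching it, limit read from the data, passing the limit was not always enough; inconclusive = only one of those two conditions met; inactive = neither condition met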
Target sequence (Q9H3R0 2-372 limits assumed): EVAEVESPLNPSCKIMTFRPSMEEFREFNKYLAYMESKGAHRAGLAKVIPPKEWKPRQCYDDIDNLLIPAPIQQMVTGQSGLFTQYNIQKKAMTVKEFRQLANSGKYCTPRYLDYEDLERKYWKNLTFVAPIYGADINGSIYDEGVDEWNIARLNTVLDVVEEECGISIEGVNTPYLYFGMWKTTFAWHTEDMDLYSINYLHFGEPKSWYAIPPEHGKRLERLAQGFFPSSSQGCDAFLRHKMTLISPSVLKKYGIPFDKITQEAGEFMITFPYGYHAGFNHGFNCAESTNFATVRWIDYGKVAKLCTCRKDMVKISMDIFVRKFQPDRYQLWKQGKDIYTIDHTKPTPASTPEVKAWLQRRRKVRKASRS
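Assay system: GST-GASC-1 enzyme fragment 2-372 | Amount: 10 nM enzyme | Medium: HEPES buffer, pH 7.5, plus ascorbate | Reagent: H3K9me3 peptide substrate, Fe(II), 2-oxoglutarate | Doses: Single-point compound screen | Incubation: 30 min demethylation and 1 h detection at room temperature | Measured by: LANCE TR-FRET, excitation 340 nm, emissions 618 and 671 nm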
Pf Dd2 growth: inhibitors of Plasmodium falciparum Dd2 growth; P. falciparum Dd2 growth, SYBR Green, 72 h; active compounds read low; activity change, % at 10 µM; actives 2.3% (n = 94,000); AID 1159554; in the data active = activity change below about -80%; inconclusive = no clear call, values can overlap the other calls
* hit, by the source's call; ? = inconclusive; . = not tested or not shown; & = joins results of further samples.

SMILES	C diff growth	Tcruzi prolif	KDM4C inh	Pf Dd2 growth
C[C@@H]1CN([C@H](C)CO)C(=O)c2cc(NS(=O)(=O)c3ccc(Cl)cc3)ccc2O[C@@H](C)CCCCO[C@H]1CN(C)S(=O)(=O)c1ccccc1	-1.1	.	1.9	-35.7
C[C@@H]1CN([C@H](C)CO)C(=O)Cc2cc(NS(=O)(=O)c3ccc(F)cc3)ccc2O[C@H]1CN(C)C	-2.3	12.4	-1.5	16.6
CNC[C@@H]1Oc2ccc(NS(=O)(=O)c3ccc(F)cc3)cc2C(=O)N([C@H](C)CO)C[C@@H]1C	3.6	85.7	-0.9	7.2
C[C@H](CO)N1C[C@H](C)[C@@H](CN(C)C(=O)NC2CCCCC2)Oc2c(NC(=O)Nc3ccc(F)cc3)cccc2C1=O	6.2	40.1	7.8	-5.4
CN1C(=O)c2cc(NC(=O)c3cccs3)ccc2OC[C@H]2O[C@@H](CC(=O)N3CCOCC3)CC[C@H]21	0.3	17.3	-1.6	-0.2
COC(=O)C[C@@H]1CC[C@@H](NS(=O)(=O)c2ccc(OC)cc2)[C@H](CO)O1	.	-56.3	0.8	11.4
C[C@H](CO)N1C[C@H](C)[C@@H](CN(C)C(=O)Nc2ccc(F)cc2)Oc2c(NS(=O)(=O)c3ccc(Cl)cc3)cccc2C1=O	7.9	14.7	-1.4	3.8
C[C@H](CO)N1C[C@H](C)[C@H](CN(C)C(=O)C2CC2)Oc2cc(C#C[C@@H](C)O)ccc2S1(=O)=O	.	-6.2	-0.9	3.1
CC=Cc1ccc2n(c1=O)C[C@H]1[C@H](CO)[C@@H](C(=O)NC3CCC3)N(S(C)(=O)=O)[C@@H]21 (mixture of isomers)	0.9	36.7	-0.5	-6.4
C[C@@H]1CN([C@H](C)CO)C(=O)c2cccc(NS(C)(=O)=O)c2O[C@@H]1CN(C)CC1CC1	1.9	48.8	1.0	-8.1
C[C@H](CO)N1C[C@H](C)[C@@H](CN(C)Cc2ccncc2)Oc2ncc(Br)cc2C1=O	-2.6	-5.0	.	40.6
CO[C@H]1CN(C)C(=O)c2ccc(NC(C)=O)cc2OC[C@H](C)N(Cc2ccccc2C(=O)O)C[C@@H]1C	-3.8	.	-0.9	19.2
C[C@H](CO)N1C[C@H](C)[C@@H](CN(C)S(C)(=O)=O)Oc2ccc(NC(=O)CCC(F)(F)F)cc2C1=O	-0.8	14.0	-2.3	1.0
C[C@H]1CN([C@@H](C)CO)C(=O)Cc2cc(NS(=O)(=O)c3ccccc3)ccc2O[C@H]1CN(C)Cc1ccc(C(F)(F)F)cc1	3.2	.	0.8	-0.9
C[C@@H]1CN([C@H](C)CO)C(=O)c2cc(-c3ccc(C#N)cc3)cnc2O[C@H]1CN(C)Cc1ccncc1	-1.0	-101.8	7.9	-21.6
C[C@H](CO)N1C[C@H](C)[C@@H](CN(C)CC2CC2)OCCCC[C@H](C)Oc2ccc(NC(=O)c3ccccc3)cc2C1=O	-1.1	65.6	-0.1	-34.7
C[C@H](O)C#Cc1cnc2c(c1)C(=O)N([C@@H](C)CO)C[C@H](C)[C@H](CN(C)CC1CCCCC1)O2	6.9	-3.3	-2.4	9.8
Cc1ccc(S(=O)(=O)N(C)C[C@H]2Oc3ccc(NC(=O)CCCCCC(=O)Nc4ccccc4N)cc3C(=O)N([C@H](C)CO)C[C@H]2C)cc1	-13.0	.	0.4	-27.5
COc1ccc(-c2ccc([C@H]3[C@H]4CN(C(=O)C5CCOCC5)CC(=O)N4[C@H]3CO)cc2)cc1	-3.2	.	-0.3	17.9
CCC(=O)N(C)C[C@@H]1Oc2cc(-c3ccccc3OC)ccc2S(=O)(=O)N([C@H](C)CO)C[C@H]1C	4.3	52.7	-0.4	-16.1

The final five records of the section before lead into the next:
SMILES	C diff growth	Tcruzi prolif	KDM4C inh	Pf Dd2 growth
C[C@H](CO)N1C[C@H](C)[C@@H](CN(C)CC2CC2)OCCCC[C@H](C)Oc2ccc(NC(=O)c3ccccc3)cc2C1=O	-1.1	65.6	-0.1	-34.7
C[C@H](O)C#Cc1cnc2c(c1)C(=O)N([C@@H](C)CO)C[C@H](C)[C@H](CN(C)CC1CCCCC1)O2	6.9	-3.3	-2.4	9.8
Cc1ccc(S(=O)(=O)N(C)C[C@H]2Oc3ccc(NC(=O)CCCCCC(=O)Nc4ccccc4N)cc3C(=O)N([C@H](C)CO)C[C@H]2C)cc1	-13.0	.	0.4	-27.5
COc1ccc(-c2ccc([C@H]3[C@H]4CN(C(=O)C5CCOCC5)CC(=O)N4[C@H]3CO)cc2)cc1	-3.2	.	-0.3	17.9
CCC(=O)N(C)C[C@@H]1Oc2cc(-c3ccccc3OC)ccc2S(=O)(=O)N([C@H](C)CO)C[C@H]1C	4.3	52.7	-0.4	-16.1
Cc1noc(C)c1NC(=O)N(C)C[C@H]1OCCCC[C@@H](C)Oc2ccc(NC(=O)c3ccccc3)cc2C(=O)N([C@@H](C)CO)C[C@H]1C	.	-19.4	3.9	-57.1
C[C@@H]1CN([C@@H](C)CO)C(=O)c2cc(-c3cccnc3)cnc2O[C@@H]1CN(C)C	-2.3	-59.4	-0.1	18.9
O=C(O)C[C@H]1C[C@H]2c3cc(NC(=O)Nc4ccccc4F)ccc3O[C@H]2[C@H](CO)O1	2.3	.	0.8	13.0
CN(C)CCCNC(=O)C[C@H]1CC[C@H]2[C@@H](COC[C@H](O)CN2C(=O)c2ccncc2)O1	8.4&-1.2	-84.6	-0.3	10.9
O=C(N[C@@H]1CC[C@H](CCn2cc(C3(O)CCCC3)nn2)O[C@H]1CO)c1ccccc1F	.	-81.9	3.3	12.7
Cc1noc(C)c1NC(=O)Nc1ccc2c(c1)C(=O)N([C@@H](C)CO)C[C@H](C)[C@@H](CN(C)S(=O)(=O)c1cccs1)O2	.	17.9	1.0	40.8
C[C@@H]1CN([C@H](C)CO)C(=O)c2cc(C3=CCCCC3)cnc2O[C@@H]1CN(C)S(=O)(=O)c1cn(C)cn1	2.9	.	-1.3	39.0
O=C(NC1CCCCC1)N[C@H]1CC[C@H](CCNS(=O)(=O)c2ccc(F)cc2)O[C@H]1CO	-2.5	1.1	0.9	24.8
COc1ccccc1S(=O)(=O)N[C@H]1C=C[C@H](CC(=O)N2CCCCC2)O[C@@H]1CO	.	-9.8	0.2	-10.6
CC(C)NC(=O)N1CC2(C1)[C@@H](c1ccccc1)[C@H](CO)N2C(=O)C1CC1	4.9	.	2.0	26.6
CN(C)CCCNC(=O)C[C@H]1CC[C@H](NC(=O)c2ccccc2F)[C@H](CO)O1	.	14.8	2.4	8.2
CC(C)NC(=O)N[C@@H]1CC[C@H](CC(=O)NCc2ccc(Oc3ccccc3)cc2)O[C@@H]1CO	.	-52.7	-0.4	-11.6
COCC(=O)N1CC[C@@H]2[C@@H](CO)Nc3ccc(-c4cccc(C#N)c4)cc3[C@@H]21	9.2	?	-3.5	20.8
CC(C)(C)[S@@](=O)N1Cc2cc(C(=O)N3CCCCC3)nc(-c3cccc(Br)c3)c2[C@H]1CCO	5.1	.	2.6	14.8
COc1ccc2c3c([nH]c2c1)[C@H](CO)N(S(C)(=O)=O)CC31CCN(CC2CCOCC2)CC1	-1.7	.	0.1	11.6
CN(C)C(=O)c1cccc(-c2ccc3c(c2)[C@@H]2[C@@H](CCN2C(=O)Cc2ccccn2)[C@H](CO)N3C)c1	-5.8	49.3	0.1	5.1
COCC#Cc1ccc([C@H]2[C@H](CO)N3C(=O)CN(C(=O)C4CCOCC4)C[C@@H]23)cc1	-1.5	.	0.9	20.5
Cc1noc(C)c1NC(=O)Nc1ccc2c(c1)C(=O)N([C@H](C)CO)C[C@@H](C)[C@H](CN(C)S(=O)(=O)c1c(C)noc1C)OCCCC[C@@H](C)O2	-0.6	-7.8	-0.4	-16.0
Cc1noc(C)c1S(=O)(=O)Nc1ccc2c(c1)C(=O)N([C@H](C)CO)C[C@@H](C)[C@@H](CN(C)S(=O)(=O)c1ccc(F)cc1)O2	-2.3	4.3	0.9	7.0
CNC[C@H]1Oc2ccc(NS(=O)(=O)c3ccc(Cl)cc3)cc2CC(=O)N([C@@H](C)CO)C[C@H]1C	-0.3	.	-0.9	30.8
Cc1ccc(S(=O)(=O)N[C@@H]2CC[C@H](CCn3cc(C4CC4)nn3)O[C@H]2CO)cc1	0.3	.	-2.0	-10.3
Cc1noc(C)c1NC(=O)N(C)C[C@@H]1OCCCC[C@@H](C)Oc2ccc(NC(=O)CCCCCC(=O)Nc3ccccc3N)cc2C(=O)N([C@H](C)CO)C[C@@H]1C	-1.5	-10.7	1.8	71.8
CCCNC(=O)Nc1ccc2c(c1)C(=O)N(C)C[C@@H](OC)[C@@H](C)CN(Cc1ccccn1)[C@H](C)CO2	1.8	9.4	0.3	-28.4
C[C@@H]1CCCCO[C@H](CN(C)Cc2ccccc2)[C@@H](C)CN([C@H](C)CO)C(=O)c2cc(NC(=O)Nc3ccc4c(c3)OCO4)ccc2O1	3.2	88.7	-2.4	-5.7
COc1ccc(S(=O)(=O)N(C)C[C@H]2Oc3ccc(NC(=O)c4ccncc4)cc3C(=O)N([C@@H](C)CO)C[C@H]2C)cc1	4.1	32.5	-0.3	12.8
COc1ccc(S(=O)(=O)N(C)C[C@H]2OCCCC[C@H](C)Oc3ccc(NC(=O)Nc4ccccc4)cc3C(=O)N([C@@H](C)CO)C[C@H]2C)cc1	-2.9	48.7	-0.2	-83.3*
C[C@@H]1CCCCO[C@@H](CN(C)C(=O)Nc2ccc(C(F)(F)F)cc2)[C@@H](C)CN([C@H](C)CO)C(=O)c2cc(NC(=O)Nc3ccc(F)cc3)ccc2O1	1.4	.	-1.2	-71.3
CCCNC(=O)N1[C@@H]2Cn3c(cccc3=O)[C@H]1[C@@H](C(=O)N1CCC(Cc3ccccc3)CC1)[C@@H]2CO	7.6	49.0	-1.0	.
C[C@@H]1CCCCO[C@H](CN(C)C)[C@@H](C)CN([C@@H](C)CO)C(=O)c2cc(NC(=O)Nc3ccccc3)ccc2O1	0.7	27.3	-1.6	4.3
C[C@H](CO)N1C[C@H](C)[C@H](CN(C)S(=O)(=O)c2ccccc2)Oc2ccc(NC(=O)c3ccncc3)cc2CC1=O	2.7	.	0.8	1.8
C[C@H](CO)N1C[C@H](C)[C@@H](CN(C)Cc2ccccc2)OCCCC[C@H](C)Oc2ccc(NC(=O)NC3CCCCC3)cc2C1=O	4.8	?	-0.8	-14.5
C[C@H](CO)N1C[C@H](C)[C@@H](CN(C)Cc2ccncc2)Oc2ccc(NC(=O)Nc3ccc4c(c3)OCO4)cc2CC1=O	1.0	.	2.8	-19.2
COc1ccc(NC(=O)Nc2ccc3c(c2)C(=O)N([C@H](C)CO)C[C@H](C)[C@H](CN(C)S(=O)(=O)c2ccc(Cl)cc2)OCCCC[C@@H](C)O3)cc1	9.7	33.1	-0.1	-82.2*
O=C(Cc1cccnc1)N1[C@@H](CO)[C@@H]2c3ccccc3NC[C@@H]21	-7.1	23.0	0.5	14.5
COc1ccc(NC(=O)N(C)C[C@H]2OCCCC[C@@H](C)Oc3ccc(NC(=O)c4ccccc4)cc3C(=O)N([C@@H](C)CO)C[C@H]2C)cc1	0.2	90.8	2.2	-61.7
CCCNC(=O)N1C[C@@H](O)COC[C@H]2O[C@H](CC(=O)N3CCCCC3)CC[C@@H]21	.	7.9	2.0	1.6
CNC[C@H]1OCc2cn(nn2)CCCC(=O)N([C@H](C)CO)C[C@@H]1C	0.3	-33.1	-1.7	-5.0
C[C@@H](NC(=O)C[C@@H]1CC[C@H](NC(=O)CN2CCOCC2)[C@@H](CO)O1)c1ccccc1	.	25.5	0.6	6.1
CC(C)C#Cc1ccc([C@H]2[C@H](CO)N3C(=O)CN(C(=O)Cc4ccccc4)C[C@@H]23)cc1	-1.6	.	1.3	-13.6
C/C=C/c1cnc2c(c1)C(=O)N([C@H](C)CO)C[C@@H](C)[C@H](CN(C)S(=O)(=O)c1ccc(C)cc1)O2	-1.1	40.0	3.2	-9.2
COc1ccc(CN(C)C[C@@H]2Oc3ccc(NC(=O)Cc4ccccc4)cc3C(=O)N([C@@H](C)CO)C[C@H]2C)cc1	-2.8	-10.6	0.7	-22.8
CNC[C@@H]1OCCCC[C@@H](C)Oc2ccc(NS(C)(=O)=O)cc2C(=O)N([C@@H](C)CO)C[C@H]1C	1.4	61.7	0.4	19.4
C[C@@H]1CN([C@H](C)CO)C(=O)c2cc(NC(=O)C3CCCCC3)ccc2O[C@@H](C)CCCCO[C@@H]1CN(C)C(=O)NC1CCCCC1	6.3	65.4	-0.6	-64.0
CC(=O)N1C[C@@H]2[C@H](c3ccccc31)[C@@H](CO)N2S(=O)(=O)c1ccccc1	0.0	-11.0	0.2	12.4
CCNC(=O)C[C@@H]1C=C[C@@H](NC(=O)C2CCC2)[C@@H](CO)O1	-2.6	.	3.0	.
COc1ccc(S(=O)(=O)N(C)C[C@@H]2Oc3cc(C#CC4CCCCC4)ccc3S(=O)(=O)N([C@H](C)CO)C[C@@H]2C)cc1	.	79.1	-0.2	-75.8
COCC(=O)Nc1ccc2c(c1)C(=O)N(C)C[C@H](OC)[C@H](C)CN(Cc1ccncc1)[C@@H](C)CO2	.	18.1	0.8	9.9
